SIRT5 inh: SIRT5 desuccinylase inhibitors, primary screen, biochemical, fluorescence imaging, single point, set 5. NAD-dependent protein deacylase sirtuin-5, mitochondrial (Homo sapiens), Q9NXA8. Purified SirT5, succinyl-peptide AMC, trypsin-coupled fluorescence. inhibition, % at 15 µM. hit rate 1.1% among 330,000; in the data active = inhibition above about 15%; inconclusive = no clear call, values can overlap the other calls
Cneo AK release: Cryptococcus neoformans cell lysis inducers, primary screen, AK release luminescence, single concentration; C. neoformans lysis, adenylate kinase release luminescence, 4 h; normalised: neutral wells 0, clomiphene wells 100; lysis activity, % at 15 µM; hit rate 0.2% among 360,000; AID 651654, 2012;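 active = mean lysis activity across replicates of at least 80%, whatever share of replicates individually reach that level; inactive = mean lysis activity below 80%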
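Test system: log-phase Cryptococcus neoformans yeast cells. Input: 5 × 10^6 yeast cells/mL. Medium: fresh YPD growth medium. Doses: single dose. Incubation: static 4 h at 37 °C with compound, 1 h detection. Measured by: luminescent adenylate kinase detection reagent. Read-out: signal increase indicating cell lysis. Benchmarks: Clomiphene.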
Xi reactivation: activators of inactive X chromosome reactivation, primary screen, imaging, XiGFP fibroblasts, GFP high-content imaging, set 2; XiGFP mouse fibroblasts, % GFP-positive cells imaging, 3 d; cells co-treated with 5-aza-dC sensitizer; scaled so ellipticine positive control = 100%; activation, % at 7.58 µM; AID 743238, 2013; hit rate 0.055% among 360,000;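 active = mean normalized replicate activation at least 10% and every replicate at or above 10%; inconclusive = only one of the two criteria met; inactive = mean below 10% and not all replicates reach 10%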;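 note: 0% = median of on-plate neutral control wells and 100% = ellipticine 6 µM median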
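System: SV40-immortalized XiGFP fibroblast cells, line 68-5-11 / Incubation: 3-day compound exposure, then 15 min fixation at room temperature / Compound: single concentration per compound, delivered by pin transfer / Buffer or medium: DMEM plus 5-aza-dC sensitizer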
PGC1a acetyl inh: inhibitors of PGC1a acetylation signal, primary screen, cell-based, U2OS, AlphaScreen, inhibitor mode; AlphaScreen anti-acetyl-lysine; with virally co-expressed GCN5 acetyltransferase; inhibition, % at 15.6 µM; hit rate 0.17% among 350,000; AID 651687, 2012;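 active = every replicate shows inhibition of at least 40%; inconclusive = mean inhibition at least 40% but some replicate below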;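 note: 0% = neutral control wells and 100% = positive control wells; some results beyond the cut were filed as inactive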
S100A4 MyoIIA: inhibitors of S100A4-myosin IIA peptide binding, primary screen, biochemical, fluorescence polarization, TAMRA-MyoIIA peptide; hit rate 0.14% among 360,000; Protein S100-A4 (Homo sapiens), P26447; inhibition, % at 10.7 µM;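 active = mean inhibition of at least 70% across replicates, with every replicate also reaching that level; inconclusive = mean inhibition reaches 70% but some replicates fall short; inactive = mean inhibition below 70%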
Target sequence (P26447 whole entry, looked up): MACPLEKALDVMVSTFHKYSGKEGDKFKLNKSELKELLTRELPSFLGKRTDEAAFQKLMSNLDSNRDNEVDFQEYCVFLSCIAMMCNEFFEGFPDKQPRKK
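Material: human S100A4 monomer with TAMRA-labelled myosin IIA peptide; buffer or medium: HEPES pH 7.2 with CaCl2, KCl, NaCl, DTT, Triton; compound dosing: one concentration per compound; schedule: 5 min incubation before reading; benchmarks: neutral control DMSO, positive control TFP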
LGR2 inh: inhibitors of bursicon-induced LGR2 CRE-luciferase signal, primary screen, cell-based, HEK293, CRE-luciferase reporter, bursicon stimulation. Drosophila bursicon receptor LGR2 (rickets). hit rate 0.35% among 380,000. inhibition, % at 9.99 µM. AID 720647, 2013. bursicon-stimulated, 4 h;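 active = drop in luminescence signal, shown as inhibition above about 50% in the replicate tests, limit read from the data, passing the limit was not always enough; inconclusive = probably only some replicates passing the limit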;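 note: agonist challenge used bursicon conditioned medium at about half maximal strength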
C2C12 statin: suppressors of statin myotoxicity in C2C12 myotubes, primary screen, cell-based, single point, plate reader; rescue of ATP level, % at 7.49 µM; hit rate 0.78% among 330,000; C2C12 myotubes + simvastatin, ATP luminescence, 48 h; scaled: DMSO 0, geranylgeraniol control 100; AID 602340, 2012;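 active = mean ATP rescue above about 67%, or every replicate alone reaching that limit, limit read from the data, passing the limit was not always enough; inconclusive = no clear call, values can overlap the other calls; inactive = mean under the limit and some replicate under it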;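 note: myotubes were challenged with 10 µM simvastatin during compound exposure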
ERAP1 HTS inh: human ERAP1 aminopeptidase inhibitors, primary screen, biochemical, single point, plate reader; Endoplasmic reticulum aminopeptidase 1 (Homo sapiens), Q9NZ08; recombinant ERAP1, Leu-AMC fluorescence, 60 min; inhibition, % at 10.7 µM; hit rate 0.15% among 340,000; AID 652197, 2013;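 active = mean replicate inhibition of at least 30%, or all replicates individually reaching that 30% level; inactive = mean below 30% and not every replicate reaching it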;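 note: 0% = neutral control wells and 100% = L-leucinethiol positive control wells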
Target sequence (Q9NZ08 whole entry, looked up): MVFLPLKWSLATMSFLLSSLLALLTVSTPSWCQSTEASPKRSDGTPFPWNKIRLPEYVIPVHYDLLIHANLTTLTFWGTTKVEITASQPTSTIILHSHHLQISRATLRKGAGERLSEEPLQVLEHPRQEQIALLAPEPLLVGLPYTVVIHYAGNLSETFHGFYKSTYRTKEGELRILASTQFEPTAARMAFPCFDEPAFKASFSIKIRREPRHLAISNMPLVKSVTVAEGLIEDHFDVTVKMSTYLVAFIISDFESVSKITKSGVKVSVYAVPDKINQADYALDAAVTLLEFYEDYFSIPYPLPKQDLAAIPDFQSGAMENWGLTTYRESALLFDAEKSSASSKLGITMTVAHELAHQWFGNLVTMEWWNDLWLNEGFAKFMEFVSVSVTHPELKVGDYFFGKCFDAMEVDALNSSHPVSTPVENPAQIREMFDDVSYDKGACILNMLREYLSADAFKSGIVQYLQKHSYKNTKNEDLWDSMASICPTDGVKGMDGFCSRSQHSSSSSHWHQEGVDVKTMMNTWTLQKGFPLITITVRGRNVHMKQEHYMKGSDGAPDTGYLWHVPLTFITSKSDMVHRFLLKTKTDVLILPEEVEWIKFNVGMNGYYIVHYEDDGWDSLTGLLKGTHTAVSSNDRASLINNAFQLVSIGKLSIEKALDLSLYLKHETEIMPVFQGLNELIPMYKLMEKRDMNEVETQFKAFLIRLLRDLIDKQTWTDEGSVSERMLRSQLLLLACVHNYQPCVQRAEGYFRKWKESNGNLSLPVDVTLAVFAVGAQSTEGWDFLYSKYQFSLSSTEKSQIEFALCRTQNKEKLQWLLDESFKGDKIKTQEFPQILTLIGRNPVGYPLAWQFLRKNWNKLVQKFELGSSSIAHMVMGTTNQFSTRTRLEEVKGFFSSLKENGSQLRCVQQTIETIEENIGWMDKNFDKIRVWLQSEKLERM
Active calls of the source: *; ? = inconclusive; . = not tested or not shown; & = joins results of further samples; ! = not confirmed by another sample. This is a subset, so the mix of outcomes need not match the whole.

mol	SIRT5 inh	Cneo AK release	Xi reactivation	PGC1a acetyl inh	S100A4 MyoIIA	LGR2 inh	C2C12 statin	ERAP1 HTS inh
COc1ccc(-n2nnnc2SCC(=O)NC2CC2)cc1	-2	2	0.0	.	-9	8	16	0
Cc1ccc(S(=O)(=O)Nc2ccc3c(c2)C(=O)N([C@H](C)CO)C[C@H](C)[C@H](CN(C)C(=O)Nc2c(C)noc2C)OCCCC[C@@H](C)O3)cc1	.	4	0.0	10	8	-4	.	2
CC(=O)N(C)C[C@@H]1Oc2ncc(C#Cc3ccncc3)cc2C(=O)N([C@@H](C)CO)C[C@H]1C	4	2	0.5	3	4	15	19	2
CN(Cc1cccc(Cl)c1)C(=O)C1CCC(=O)N(C2CC2)C1 (centres undefined)	-1	-6	0.2	6	1	5	10	-5
c1cc2c(cc1CN1CCOCC1)OCO2	.	1	.	5	.	-7	-11	.
CCOC(=O)Cc1csc(NC(=O)COc2ccc3c(C)cc(=O)oc3c2)n1	-4	.	0.0	1	3	27	.	1
CCn1c(CC(=O)Nc2ccccc2)nnc1SCC(=O)Nc1nncs1	-6	-3	0.0	0	-7	11	0	-3
COc1ccc(C(=O)N2CCc3ccccc32)cc1S(=O)(=O)N1CCOCC1	3	0	-0.1	11	3	3	7	3
COc1ccc(Cl)cc1C(=O)NC1CC(C)(C)NC(C)(C)C1	1	-1	0.1	.	-8	-7	-2	9
COc1ccccc1CNC(=O)Cn1ccsc1=N	1	4	0.0	-3	-1	-4	5	4
CCN(C#N)c1nc(NC(C)C)nc(NC(C)(C)C)n1	-5	.	0.3	10	2	-9	.	6
CO[C@H]1CC[C@@H]2CCN(C)C(=O)[C@@H](C)[C@@H](OC)CN(C)C(=O)c3cccc(C#N)c3OC[C@@H]1O2	2	10	0.0	-6	10	4	-1	3
COc1ccc(NC(C)=O)cc1S(=O)(=O)Nc1ccc(S(=O)(=O)N2CCCCC2)cc1	-9	0	0.2	-8	-9	-2	0	0
C(=N\Nc1nc(Nc2ccccc2)nc(Nc2ccccc2)n1)/c1ccncc1	-4	3	0.0	.	9	20	-16	1
CCC(=O)N1CCN(C(=O)c2ccccc2)CC1	0	-1	0.0	-1	-6	.	8	0
CCOc1cc(S(=O)(=O)Nc2ncn[nH]2)ccc1Br	12	2	0.0	.	-2	-1	6	0
COCCCN1CC(=O)N2C(c3cccc(OC)c3)c3[nH]c4ccccc4c3C[C@H]2C1=O (some centres undefined)	-5	-1	0.1	9	-13	10	27	1
COc1cccc(-c2ccc([C@H]3[C@@H](CO)N(C(=O)Cc4ccccc4)[C@H]3C#N)cc2)c1	2	-1	0.3	-14	23	-3	-16	-1
COc1ccc(NC(=O)N(C)C[C@@H]2Oc3ccc(NS(=O)(=O)c4cn(C)cn4)cc3CC(=O)N([C@@H](C)CO)C[C@@H]2C)cc1	4	-3	-0.8	0	-14	5	1	2
N#C[C@H]1[C@@H](c2ccccc2C2=CCCCC2)[C@@H](CO)N1C(=O)Cc1ccncc1	0	.	0.1	-5	-4	4	.	-1
COc1ccc(NC(=S)N2CCN(Cc3ccco3)CC2)c(OC)c1	.	.	0.0	.	-6	-4	.	3
CCOC(=O)N(C)C[C@@H]1OCc2ccccc2-c2c(n(C)c3ccccc23)C(=O)N([C@@H](C)CO)C[C@@H]1C	-3	0	0.4	0	9	10	4	-1
COc1ccccc1N1CCN(C(=O)c2ccc3c(c2)CCN3S(=O)(=O)c2ccccc2)CC1	-4	0	0.1	-16	-4	0	-5	-1
O=C(Nc1ccccc1N1CCN(c2ccccc2)CC1)c1ccccc1F	-6	.	0.0	-21	-7	3	.	1
Cc1cc(C)n(CC(=O)NC2CCCc3c2cnn3-c2ccc(C)c(C)c2)n1 (centres undefined)	6	0	0.0	-4	0	-44	37	-3
Cc1ccc(C)c(CSc2nc3[nH]ncc3c(=O)[nH]2)c1	2	.	0.1	.	4	6	.	0
Cc1cccc(NC(=O)Cc2ccc(NC3=NC4CS(=O)(=O)CC4S3)cc2)c1 (centres undefined)	1	0	0.8	7	4	-7	8	1
Cc1ccc(S(=O)(=O)Nc2cccc3c2O[C@H](CN(C)Cc2ccc(C(=O)Nc4ccccc4N)cc2)[C@@H](C)CN([C@@H](C)CO)C3=O)cc1	.	.	0.5	1	-1	-31	.	2
C[C@@H]1CCCCO[C@H](CN(C)C(=O)Cc2ccccc2)[C@@H](C)CN([C@H](C)CO)C(=O)c2cc(NC(=O)Nc3cccc4ccccc34)ccc2O1	3	51	0.0	5	-5	-4	.	4
CC(=O)N(C)C[C@H]1Oc2cc(Br)ccc2S(=O)(=O)N([C@H](C)CO)C[C@H]1C	-2	-2	-1.2	6	-3	-2	-2	-3
C[C@@H]1CN([C@H](C)CO)C(=O)c2cc(NC(=O)c3ccccc3)ccc2O[C@@H](C)CCCCO[C@@H]1CN(C)C(=O)CCC(F)(F)F	5	1	0.1	0	-66	10	.	-1
O=C(CCc1nnc(Cc2ccc(-c3ccccc3)cc2)o1)NCCc1cccnc1	-2	.	.	-3	-7	8	-1	.
COc1ccc2c3c([nH]c2c1)[C@@H](CO)N(C(=O)CC1CC1)CC31CN(Cc2ccncc2)C1	5	.	0.0	6	4	0	.	-4
CC(C)c1nc2sc3c(c2c(=O)[nH]1)CC(C)(C)OC3	1	4	0.0	-3	-3	3	-1	-1
CC=Cc1ccc2n(c1=O)C[C@H]1[C@H](CO)[C@@H](C(=O)NC3CCC3)N(CCC(F)(F)F)[C@@H]21 (mixture of isomers)	-7	.	0.2	.	11	-2	.	2
COCC#Cc1ccc2c(c1)O[C@@H](CN(C)S(=O)(=O)c1cccc(F)c1)[C@@H](C)CN([C@H](C)CO)S2(=O)=O	19*!	51&52	0.0&0.0	-2&-6&-1	7&3&-13	-9&-14	-9&-5&-27	2&0&1
O=C(NCc1ccccc1)c1cc(C2CCCN(S(=O)(=O)c3cccc4cccnc34)C2)on1 (centres undefined)	0	-1	0.1	-10	-6	-27	3	8
COc1ccc(C(CNC(=O)c2cccc(S(=O)(=O)N3CCCC(C)C3)c2)N(C)C)cc1 (centres undefined)	2	.	0.0	-9	-9	-18	-9	-1
Cc1ccc(S(=O)(=O)N[C@H]2CC[C@H](CC(=O)NCc3ccc(Cl)c(Cl)c3)O[C@H]2CO)cc1	8	-3	0.3	2	4	11	-8	-4
CC(C)N(Cc1cnn(C)c1)Cc1nc(Cc2ccccc2Cl)no1	2	.	-0.1	3	-6	3	.	1
CC1CC(=O)N(c2ccc(NCc3ccc(Cl)cc3)c([N+](=O)[O-])c2)C1=O (centres undefined)	-13	0	0.4	-13	5	0	.	0
C/C=C/c1ccc([C@H]2[C@@H](CNC(=O)c3ccncc3)N(C(C)=O)[C@H]2CO)cc1	.	-1	0.1	-3	.	-5	-4	.
Cc1onc(-c2c(Cl)cccc2Cl)c1-c1nc2cc(Cl)ccc2c(=O)o1	-3	-2	?	5	-3	-10	0	-4
O=C(NCCO)c1ccc(Oc2ccc(C(F)(F)F)cc2[N+](=O)[O-])cc1	-2	.	0.0	-11	0	10	16	-2
CN(C)S(=O)(=O)c1ccc(N2CCCC2)c(C(=O)N2CCN(c3ccc([N+](=O)[O-])cc3)CC2)c1	0	1	3.4	-2	2	.	-3	0
COc1cc(-n2c(=O)c3ccccc3n(Cc3cccc(F)c3)c2=O)cc(OC)c1OC	-2	.	0.6	-2	6	22	-2	.
CC1=NCC(C)c2ccccc21 (centres undefined)	1	1	0.0	-4	-5	6	9	3
COc1ccc(-c2cc(NC=O)c3ncc(-c4cccc(C(F)(F)F)c4)n3c2)cc1OC	-3	0	0.5	2	5	-7	-11	0
CN(C(=O)CCN1C(=O)/C(=C/c2ccc(F)cc2)SC1=S)C1CCS(=O)(=O)C1 (centres undefined)	.	2	-0.1	-12	8	16	5	3
CC(C)(CNC(=O)c1ccc(NS(=O)(=O)c2ccc(F)c(F)c2)cc1)N1CCOCC1	-2	-1	0.2	11	-3	-18	-14	-1
O=C(COC(=O)c1ccc(F)c(S(=O)(=O)N2CCOCC2)c1)NCCc1ccccc1	-6	2	0.1	9	-6	-3	2	-4
COc1ccc(OC)c(NC(=O)CS(=O)(=O)Cc2ccccc2)c1	0	-1	0.2	-8	1	-8	-7	-1
NCC[C@H]1CC[C@H](NC(=O)C2CCC2)[C@@H](CO)O1	1	56	-1.0	2	-5	2	21	1
C=CCNC(=O)C1CCN(c2ccc(S(=O)(=O)N3CCOCC3)cc2[N+](=O)[O-])CC1	0	.	-0.1	.	4	.	.	2
COC(=O)/C=C/c1ccc(-n2cncn2)cc1	3	0	0.0	0	-1	21	4	4
O=C(C[C@@H]1CC[C@@H]2NC[C@@H](O)COC[C@H]2O1)NC1Cc2ccccc2C1	1	-1	0.2	0	-5	-6	3	2
Cc1ccc(NC(=O)C2(NC(=O)c3ccccn3)CCCCC2)cc1Br	.	-2	0.3	.	.	-17	4	.
c1ccc(CN2CCN(Cc3c[nH]c4ccccc34)CC2)cc1	-3	7	0.1	.	-3	-2	-5	-2
Cc1noc(C)c1S(=O)(=O)N(C)C[C@H]1Oc2c(NS(=O)(=O)c3ccccc3)cccc2C(=O)N([C@@H](C)CO)C[C@H]1C	-2	3	0.0	6	-15	-6	-5	-1
Cc1ccc(-n2c(C)cc(/C=C3\SC(=O)NC3=O)c2C)cc1	-3	0	0.1	13	3	-96	5	-4
CC(Oc1ccccc1)C(=O)Nc1nnc(S(=O)(=O)N(C)c2ccccc2)s1 (centres undefined)	1	0	0.0	.	-7	20	-2	1
COc1cc(/C=C2\SC(=O)N(Cc3ccc(F)cc3)C2=O)cc([N+](=O)[O-])c1O	0	.	0.1	-10	-8	4	-5	11
CCNc1nc(N)nc(Oc2ccc(OCc3ccccc3)nn2)n1	5	-3	.	-5	13	-7	.	1

High-throughput results (PubChem)
